# ALOX15B inhib – inhibitors of human 15-lipoxygenase 2 (ALOX15B); O15296; purified 15hLO-2, xylenol orange hydroperoxide absorbance; Potency, µM (top dose mostly 57.1 µM), inactives show top-dose activity change, negative = inhibition, usual class: inhibitors; 0.56% of 110,000 active; AID 881; also: potency is read from the fitted curve at half-maximal effect; nearly all actives have a fitted effect of over 60% in size; many of its hits are not listed in these tables
#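 Purified human 15hLO-2 (50 nM final) preincubated with compounds 15 min at room temperature in 25 mM Hepes pH 7.5, 0.01% Triton X-100, then 45 uM arachidonic acid added for 90 min; hydroperoxide detected via ferrous/xylenol orange, 573/405 nm absorbance ratio.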
# IMPase cell inh – membrane-permeable compound that blocks inositol monophosphatase; AID 901; 120,000 tested, under 10 active; inhibition (IP1 accumulation), % at 46.1 µM; CHO-M1 cells, IP1 accumulation, HTRF TR-FRET ratio; P97697; active = well fitted curve in the direction sought with a large enough effect in the signal ratio, not every such curve was filed as active; inconclusive = small, poorly fitted or top-dose-only effect, or a change in a side signal; inactive = no such curve, though single readings can be large or run the other way; the % refers to the signal ratio;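 also: cells stimulated with carbachol in lithium chloride buffer; plate controls were DMSO basal wells for no effect and reference inhibitor wells for full effect; higher means more IMPase inhibition seen as more IP1 and lower FRET ratio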
# Target sequence (P97697 whole entry, looked up): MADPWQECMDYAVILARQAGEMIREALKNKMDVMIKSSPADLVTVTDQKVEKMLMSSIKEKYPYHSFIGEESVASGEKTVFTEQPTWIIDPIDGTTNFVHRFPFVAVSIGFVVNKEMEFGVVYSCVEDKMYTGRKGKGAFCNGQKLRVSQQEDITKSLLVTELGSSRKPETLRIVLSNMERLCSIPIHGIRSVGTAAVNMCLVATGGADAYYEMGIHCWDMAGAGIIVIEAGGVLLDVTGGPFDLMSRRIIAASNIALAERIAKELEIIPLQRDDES
#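 The IP-One HTRF competitive assay in carbachol-stimulated CHO-M1 cells quantifies cellular IP1. Compounds spanned up to 46 uM final, and activity is expressed as AC50 from concentration-response fits of the ratio and donor data.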
# PNC inhibitor – perinucleolar compartment assembly inhibition; AID 2417; 3.1% of 140,000 active; PC3M PTB-GFP, PNC prevalence imaging, 16 h; hits give low values; activity change (PNC), negative = inhibition, % at 10 µM;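 active = readout at or below -70, meaning at least 70% loss of cells showing the perinucleolar compartment, a nuclear body marking cancer cells; inconclusive = readout between -30 and a set limit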;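 also: plate controls were DMSO wells for no effect and camptothecin positive control wells for full effect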
#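 Compounds are pinned in duplicate onto adhered PC3M cells stably expressing GFP-tagged PTB and incubated 16 h at 37 C. Cells are then fixed, nuclei stained with Hoechst, and PNC-positive cells counted.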
# 12-hLO inh – 12-hLO (ALOX12) enzyme inhibition; P18054; purified 12-hLO, xylenol orange hydroperoxide absorbance; Potency, µM (titrated, usually from 57.1 µM), for the others: at the top dose activity change, negative = inhibition, most hits filed as inhibitors; 0.12% of 150,000 active; also: potency is read from the fitted curve at half-maximal effect; nearly all actives have a fitted effect of over 55% in size; many of its hits are not listed in these tables
# Target sequence (P18054 whole entry, looked up): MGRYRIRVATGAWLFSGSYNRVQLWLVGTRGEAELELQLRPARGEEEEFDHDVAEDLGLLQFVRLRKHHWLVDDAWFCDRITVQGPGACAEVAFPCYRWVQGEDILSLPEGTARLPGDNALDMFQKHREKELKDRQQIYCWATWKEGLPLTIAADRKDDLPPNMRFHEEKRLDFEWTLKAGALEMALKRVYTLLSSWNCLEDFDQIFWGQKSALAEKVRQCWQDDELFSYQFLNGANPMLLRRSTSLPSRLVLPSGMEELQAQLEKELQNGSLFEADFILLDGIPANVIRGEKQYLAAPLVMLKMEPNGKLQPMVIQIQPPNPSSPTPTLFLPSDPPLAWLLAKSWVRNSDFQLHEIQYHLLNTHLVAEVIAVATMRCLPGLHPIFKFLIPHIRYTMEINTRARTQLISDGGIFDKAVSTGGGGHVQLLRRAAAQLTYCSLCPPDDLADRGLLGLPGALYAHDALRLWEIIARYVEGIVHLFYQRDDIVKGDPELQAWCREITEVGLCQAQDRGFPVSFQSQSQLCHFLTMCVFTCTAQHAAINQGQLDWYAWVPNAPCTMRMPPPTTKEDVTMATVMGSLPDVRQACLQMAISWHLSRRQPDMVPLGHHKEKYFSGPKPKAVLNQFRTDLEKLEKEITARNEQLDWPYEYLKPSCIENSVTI
#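 Xylenol orange chromogenic assay: hydroperoxide from 12hLO oxidises Fe(II), giving red-shifted Fe(III)-XO absorbance. Conditions: 150 nM enzyme, 40 uM arachidonic acid, 25 mM Hepes pH 7.0, 0.01% Triton X-100, 30 min, room temperature.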
# Starred values were filed as active, the others as inactive; ? = inconclusive; nt = not tested or not shown; [ ] = another dose, or the depositor's remark. Unless noted, calls follow the shape of the dose curve; as a rule, active = well fitted curve in the direction sought with a large enough effect; inconclusive = small, poorly fitted or top-dose-only effect, or another doubt; inactive = no such curve, though single readings can be large; an effect the other way counts as inactive or inconclusive. Unless noted, % is scaled to controls: 0 for no effect and ±100 for the full control effect.
SMILES,ALOX15B inhib,IMPase cell inh,PNC inhibitor,12-hLO inh
COc1cc2c(cc1OC)CN(C(=O)c1ccc(OC)c(S(=O)(=O)N3CCOCC3)c1)CC2,2.1%,6.7,-28.4,0.1%
CN1C(=O)NC(c2ccccc2)(C(F)(F)F)S/C1=C(/C#N)c1nnc(N2CCOCC2)n1-c1ccccc1 (stereo not given),nt,0.6,1.8,0.0%
CC12CC(NC(=O)N1c1ccc(C(=O)N3CCN(c4ccc(F)cc4)CC3)cc1)c1ccccc1O2 (stereo not given),1.9%,-0.8,?,-1.1%
c1ccc(CCc2nc(-c3ccncc3)no2)cc1,-2.7%,0.9,?,1.1%
CCn1c(=O)c2c(O)cc(=O)oc2c2ccccc21,-4.7%,-3.8,58.4,-6.5%
Cc1cccc2cc(C#N)c(SCC(=O)N3CC(=O)Nc4ccccc43)nc12,-14.6%,8.9,-85.3*,-0.7%
CC(NC(=O)Nc1nnc(C(F)(F)F)s1)N1C(=O)C2C3C=CC(C3)C2C1=O (stereo not given),nt,2.3,-15.1,0.3%
CN1CCN(C(=O)/C=C/c2ccc3c(c2)OCO3)CC1,nt,nt,28.4,2.2%
O=C(Cc1ccccc1)Nc1cccc(C(=O)N/N=C/c2ccco2)c1,nt,nt,-20.1,-0.6%
COc1ccc(-c2noc(CN3CCN(c4ccccc4)CC3)n2)cc1,0.6%,4.2,-13.0,0.6%
COc1cc(/C=C/C(=O)OCC(=O)Nc2cccc(Oc3ccccc3)c2)ccc1O,nt,nt,-28.3,-7.5%
COc1ccc(CNC(=O)C2CCN(S(=O)(=O)N3CCC4(CC3)OCCO4)CC2)c(OC)c1,nt,nt,?,-2.8%
O=C(c1ccccc1)N1CCN(Cc2ccccc2Br)CC1,-17.1%,4.3,12.3,-5.5%
CCOC(=O)c1c(NC(=O)CCl)sc(C(=O)N(CC)CC)c1C,-0.8%,-4.9,4.9,-1.8%
Cc1[nH]n(-c2ccccc2)c(=O)c1-c1ccccc1,-12.4%,11.7,16.7,-12.1%
CCOC(=O)C1=C(O)CSC1=Nc1cccc(Cl)c1,1.5%,1.5,15.3,-0.9%
CC(=O)c1ccc(NC(=S)NC(=O)CC(C)C)cc1,nt,nt,18.7,1.1%
COc1cc(/C=N\NC(=O)CNC(=O)C2COc3ccccc3O2)ccc1O (stereo not given),nt,nt,63.7,-3.1%
CC(=O)c1cccc(NC(=O)CC2Oc3ccc(C)cc3NC2=O)c1 (stereo not given),3.6%,7.0,9.4,-4.4%
CC(C)CNC(=O)COC(=O)c1cc(S(=O)(=O)N2CCCCC2)ccc1N1CCOCC1,-3.0%,1.0,-2.8,2.7%
COC(=O)c1[nH]c2ccc(C)cc2c1NC(=O)CN1CCc2cc(OC)c(OC)cc2C1,12.5%,8.1,-13.3,-1.5%
Fc1ccc(-c2nnc(CN3CCN(c4ncc(C(F)(F)F)cc4Cl)CC3)o2)cc1,12.1%,7.0,?,-0.9%
Cc1c(C(=O)N2CCOCC2)[nH]c2c1C(=O)CC(c1ccccc1Cl)C2 (stereo not given),-9.5%,7.4,-84.4*,-4.5%
Cc1nc2ccccc2n1CCc1nc2c3ccccc3nc(=S)n2[nH]1,23.5%,0.5,-19.0,4.5%
CC(=O)c1ccc(CCCCCCCCCC(=O)O)s1,-15.8%,?,30.7,-7.9%
COc1ccc(C(=O)Nc2ccc(Cl)cn2)cc1Cl,-1.7%,-3.5,-5.4,-0.2%
O=c1c(N2CCCCC2)coc2ccccc12,-5.5%,0.3,1.3,10.2%
O=C(NCC1CCCO1)c1ccc(CS(=O)(=O)c2ccc(Cl)cc2)o1 (stereo not given),-6.9%,0.0,-22.8,5.1%
CCCCCCOc1ccc(/C=c2\s/c(=C(/C#N)C(=O)NCc3ccco3)n(-c3ccccc3)c2=O)cc1,nt,nt,24.2,-3.2%
CCOc1ccccc1C1CC(=O)Nc2cc3c(cc21)OCCO3 (stereo not given),0.2%,5.7,-86.2*,-3.8%

# Reformatted as labelled records: entries from further up
Cc1nc2ccccc2n1CCc1nc2c3ccccc3nc(=S)n2[nH]1
  ALOX15B inhib: 23.5% | IMPase cell inh: 0.5 | PNC inhibitor: -19.0 | 12-hLO inh: 4.5%

CC(=O)c1ccc(CCCCCCCCCC(=O)O)s1
  ALOX15B inhib: -15.8% | IMPase cell inh: ? | PNC inhibitor: 30.7 | 12-hLO inh: -7.9%

# (more compounds)
SMILES,ALOX15B inhib,IMPase cell inh,PNC inhibitor,12-hLO inh
COc1ccc(C)cc1NC(=S)N1CCN(S(C)(=O)=O)CC1,nt,nt,7.7,3.4%
COC(=O)c1ccc(C2C(C(=O)OC(C)C)=C(C)N=C3SCCC(=O)N32)cc1 (stereo not given),2.3%,6.6,-90.0*,-3.8%
COc1ccc(CN2CCN(C(=O)CN3C(=O)C4C5C=CC(C5)C4C3=O)CC2)c(OC)c1OC (stereo not given),5.0%,-3.3,21.5,2.0%
CC(C)COc1ccc(C(=O)NC(CC(C)C)C(=O)O)cc1 (stereo not given),-4.0%,10.1,25.4,3.3%
CC(NC(N)=O)C(=O)OCc1ccc(Cl)cc1Cl (stereo not given),10.9%,-1.8,20.7,-6.4%
O=C(N/N=C\c1ccc(Cl)s1)c1cccs1,0.8%,0.3,?,2.1%
CCc1ccc(CN2C(=O)CCC2(C)C(=O)NC2CCCC2)cc1 (stereo not given),-9.2%,-17.7,-16.9,-2.0%
CCCCOC(=O)c1ccc(Nc2ncnc3nc[nH]c23)cc1,nt,5.2,34.6,-1.3%
N#CC1(Cc2ccccc2Cl)c2ccccc2C=CN1C(=O)c1ccccc1 (stereo not given),-7.9%,10.8,22.3,3.4%
Cc1c(Cl)c([N+](=O)[O-])nn1CCCC(=O)N1CCN(c2ccccc2)CC1,-8.7%,4.4,74.4,-4.0%
Cn1c2c(c(=O)n(C)c1=O)C(NS(=O)(=O)c1ccc(Cl)cc1)(C(F)(F)F)C(=O)N2 (stereo not given),1.0%,-2.2,?,1.9%
CCOC(=O)c1c(NC(=O)CSc2nnc(CNc3ccc(F)cc3)o2)sc(C(C)=O)c1C,-16.4%,-15.2,-22.1,-11.1%
Clc1ccc(C2[C@H]3CN(Cc4cccnc4)[C@H](c4ccccc4)C34CC2(c2cccnc2)C4)cn1 (stereo not given in full),49.5%[activator],nt,nt,-4.3%
Clc1ccc(-c2nnc3sc(-c4ccc(Br)o4)nn23)c(Cl)c1,-12.9%,-17.4,17.1,-3.2%
Cn1ncc2cc(NC(=S)NC(=O)c3ccccc3)ccc21,nt,-4.2,32.6,?
CCOC(=O)N1CCN(c2c(NCCN3CCN(Cc4ccccc4)CC3)c(=O)c2=O)CC1,2.3%,2.3,4.6,3.3%
CCOC(=O)CC(C#N)c1cn(C)c2ccccc12 (stereo not given),-2.0%,5.6,?,-9.4%
O=c1oc(-c2ccccc2Cl)nc2ccsc12,-8.1%,-4.7,?,4.8%
CCOC(=O)CN1C(=O)C2Cc3ccccc3CN2C1=S (stereo not given),20.2%,0.5,76.5,5.3%
CC(=O)N1CCN(S(=O)(=O)c2cccc(C(=O)Nc3nc4ccccc4[nH]3)c2)CC1,32.4%[activator],5.1,?,9.8%
CCN(CC)CCCN1CC(O)=C(c2nc3ccccc3s2)C1=N,26.9%,-2.4,-3.8,1.0%
O=C(Cc1ccccc1)N1CCN=C1SCc1ccc([N+](=O)[O-])cc1,nt,-1.0,-90.1*,-1.5%
CCc1nc2c(sc3nc4c(cc32)COC(C)(C)C4)c(=O)n1Cc1ccco1,-9.1%,-2.8,?,-9.7%
N#C/C(=C\C=C\c1ccccc1)c1nc(-c2ccc3c(c2)OCO3)cs1,nt,-14.1,-1.1,-1.8%
COc1ccc(CNc2ccc3c(c2)nc(C)n3C)cc1,4.4%,13.2,-16.9,4.5%
CCOC(=O)c1[nH]c(CSc2nnnn2-c2ccccc2C)c(C(=O)OCC)c1C,0.5%,6.0,?,-12.9%
O=C(c1ccco1)N1CCN(C2CC(=O)N(c3ccccc3)C2=O)CC1 (stereo not given),1.5%,-1.2,-21.7,8.3%
O=C(Nc1cc([N+](=O)[O-])ccc1Cl)C1CC1,nt,nt,5.8,0.0%
COc1ccc(OC(=O)c2ccncc2)cc1,-2.2%,-4.0,-23.1,-3.7%
N#Cc1c(NCCN)nc(-c2ccccc2)c2c1CCCC2,28.0%,0.1,11.5,-15.9%
COC(=O)c1ccc(C2C(C(=O)OCC(C)C)=C(C)N=C3SCCC(=O)N32)cc1 (stereo not given),18.8%,6.5,-18.7,0.5%
COc1ccc(N(CC(=O)N/N=C/c2ccc(-c3ccc([N+](=O)[O-])cc3)o2)S(=O)(=O)c2ccc(C)cc2)cc1,nt,-6.7,?,-0.6%
Oc1ccc2ccccc2c1/C=N/c1nc2c(s1)CCCC2,-11.9%,-1.1,17.4,-8.3%
CCN(c1ccccc1)S(=O)(=O)c1ccc(C(=O)OC(C)C(=O)NCCC2=CCCCC2)cc1 (stereo not given),nt,nt,?,0.6%
Cc1cc(C)nc(N2CCC(C(=O)NCc3ccccc3)CC2)n1,nt,-2.9,94.0,5.8%
O=C(Nc1nnc(SCc2ccc(Cl)cc2)s1)C1CCCO1 (stereo not given),-10.1%,-7.0,?,-7.5%
Cc1cccc(N2CCN(C(=O)CC(NC(=O)c3ccccc3Cl)c3ccccc3)CC2)c1C (stereo not given),nt,nt,?,-2.9%
Cc1oc(C(C)(C)C)cc1C(=O)Nc1ccc(C(=O)O)cc1,-9.9%,2.5,-16.9,1.3%
Nc1nc(/C(=C/CC(=O)O)C(=O)NC2C(=O)N3C(C(=O)O)=CCSC23)cs1 (stereo not given),24.7%,nt,nt,-5.2%
CCOC(=O)c1sc(=S)n(Cc2ccccc2)c1N,-9.9%,-3.0,-14.5,-20.1%
Clc1ccc(-c2noc(CCCc3ccccc3)n2)cc1,6.6%,-3.8,-24.3,-4.8%
Cc1ccc(CCNC(=O)NC(C)(C)C)cc1,-0.5%,13.6,-12.9,1.6%
CCOc1ccc2[nH]c(=O)c(CN(Cc3ccccc3OC)C(=O)c3ccccc3)cc2c1,0.9%,-4.5,-11.3,-0.9%
CN1C(=O)C2(c3ccccc31)N(C)CC(c1ccccn1)C21SC(=S)N(Cc2ccco2)C1=O (stereo not given),-0.7%,3.5,13.3,-13.0%
CCC(C)(C)n1nnnc1CN(Cc1cc2cc(OC)c(OC)cc2[nH]c1=O)C1CCCC1,-3.2%,-6.4,18.5,2.2%
NC(=O)C1(N2CCCCC2)CCN(c2ccc3nnc(-c4ccccc4)n3n2)CC1,-0.8%,-2.5,-16.0,1.7%
O=C(CSc1nnc(-c2ccncc2)n1Cc1ccco1)OC1CCCCC1,-5.7%,2.2,?,2.6%
Cc1c(/C=C(\C#N)c2nn(-c3ccccc3)c(N)c2C#N)c2ccccc2n1Cc1ccc(F)cc1,-8.1%,3.0,20.4,-0.2%
c1ccc(-n2ncc3c(NCCN4CCCCC4)ncnc32)cc1,2.8%,-6.5,41.3,-1.2%
CC(=O)NC1=NC(=O)CS1,3.0%,-2.3,-14.9,-4.8%
Cc1cc2ccccn2c1C(=O)c1nc(N2CCOCC2)ncc1Cl,-17.2%,-9.0,28.3,-0.1%
COCc1cc(C)nc(N2CCc3ccccc32)c1C#N,7.2%,-1.3,8.2,-6.2%
Cc1ccc(NC(=O)COC(=O)C(NS(=O)(=O)c2ccc(Cl)cc2)C(C)O)cc1 (stereo not given),nt,nt,-5.1,-0.5%
COc1ccc(C(=O)Nc2ccc(Oc3nc(C)nc4sc(-c5ccccc5)cc34)cc2)cc1OC,nt,-2.8,19.9,-0.4%
COc1cc2[nH]c(=O)n(CCC(=O)N3CCc4ccccc4C3)c(=O)c2cc1OC,1.4%,3.5,22.5,-4.0%
COc1ccc(OC)c(/C=N/NC(=O)CSc2nnc(C)n2-c2ccccc2)c1,-4.9%,2.7,46.7,-1.4%
N#Cc1ccc(-c2ccc(F)cc2)nc1SCC(=O)Nc1sc2c(c1C#N)CCC2,-11.6%,4.9,16.8,-7.9%

# These rows are one share of the data. The share of hits here may be higher or lower than overall.
